Screening results deposited in PubChem BioAssay by National Center for Advancing Translational Sciences (NCATS).
KB-V1 MDR tox = qHTS assay for MDR1-selective chemotherapeutics: Primary screen using the drug-selected MDR subline cells KB-V1; KB-V1 MDR cells viability, CellTiter-Glo, 72 h; AID 1347076, 2019; hit rate 3.4% among 400,000; Potency, µM (series often up to 46.1 µM), for inactives: at the highest dose activity change, negative = cytotoxicity, hits mostly cytotoxic; further: on the % scale 0 is the no-effect control and ±100 the full control effect; nearly all actives have a fitted effect of over 60% in size
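KB-V1, DMEM (no phenol red) + 10% FBS; cpd pin-transferred, titration series; 72 h, 37 degrees C; CellTiter-Glo, luminescence. Data normalized, curve-fit.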
GLP-1R inv ag = qHTS of GLP-1 Receptor Inverse Agonists (Inhibition Mode); hit rate 1.6% among 410,000; Potency, µM (series often up to 38.3 µM), for inactives: top-dose activity change, negative = inhibition, most hits filed as inhibitors; AID 624417, 2012; HEK293 GLP-1R CRE-luciferase, luminescence, 24 h; GLP-1R form is constitutively active; further: on the % scale 0 is the no-effect control and ±100 the full control effect; nearly all actives have a fitted effect of over 55% in size
Target sequence (P43220 whole entry, looked up): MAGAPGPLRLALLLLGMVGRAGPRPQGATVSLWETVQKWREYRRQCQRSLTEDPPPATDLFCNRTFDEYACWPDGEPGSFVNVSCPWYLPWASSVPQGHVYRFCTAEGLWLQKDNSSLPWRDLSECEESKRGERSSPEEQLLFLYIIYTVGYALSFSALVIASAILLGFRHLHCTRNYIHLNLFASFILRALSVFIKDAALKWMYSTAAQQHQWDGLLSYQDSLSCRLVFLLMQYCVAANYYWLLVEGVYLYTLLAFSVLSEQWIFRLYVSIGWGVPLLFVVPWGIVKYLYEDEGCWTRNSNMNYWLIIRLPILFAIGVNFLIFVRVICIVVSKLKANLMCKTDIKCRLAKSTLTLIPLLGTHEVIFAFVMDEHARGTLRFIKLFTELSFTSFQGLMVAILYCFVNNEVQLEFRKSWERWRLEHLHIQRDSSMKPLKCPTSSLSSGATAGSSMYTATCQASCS
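HEK293 cells stably co-expressing a cAMP-responsive luciferase reporter and constitutively active GLP-1R were seeded, incubated 12 h, then exposed to compounds for 24 h at 37 C. Luminescence was read 12 min after detection reagent; inverse agonists lower signal.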
HT1080 IDH1KD tx = qHTS for induction of synthetic lethality in tumor cells producing 2HG: qHTS for the HT-1080-IDH1KD cell line. HT-1080 IDH1 knockdown viability, ATP luminescence, 48 h. Potency, µM (doses to about 46.1 µM), inactives show at the top dose activity, negative = toxicity, hits mostly cytotoxic. hit rate 2% among 360,000;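 further: 0% = DMSO wells and -100% = cell-free medium wells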
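HT-1080-IDH1KD cells (IDH1 knocked down), 750/well in RPMI with 5% FBS, treated with compound 48 h at 37 degrees C. Viability by CellTiter-Glo luminescence, normalised to DMSO and no-cell wells; concentration-response curves classed.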
GLP1R ag = qHTS of GLP-1 Receptor Agonists. hit rate 0.007% among 380,000. Potency, µM (titrated, usually from 45.6 µM), for inactives: top-dose activation, most hits filed as activators. AID 624172, 2012. Glucagon-like peptide 1 receptor (Homo sapiens), P43220. HEK293 GLP-1R CRE-luciferase, luminescence, 4-6 h; cells express a hypersensitive GLP-1R form; further: % of control where 0% means no effect
HEK293 tox = qHTS of GLP-1 Receptor Inverse Agonists: Cytotox Screen; Potency, µM (highest dose often 38.3 µM), inactives show top-dose activity change, negative = inhibition, actives largely listed as inhibitors; hit rate 0.13% among 410,000; AID 624418, 2012; HEK293 cAMP-luciferase reporter cells, luminescence, 24 h;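 further: loss of luciferase light is scored as toxicity; on the % scale 0 is the no-effect control and ±100 the full control effect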
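Cells in DMEM/10% Nu serum/1% pen-strep, 1536-well format. Pre-incubated 12 h, dosed with 23 nL compound, incubated a further 24 h. Luciferase detection, 12 min at room temp, luminescence.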
TDP-43 yeast inh = qHTS of TDP-43 Inhibitors; TDP-43 expressing yeast growth rescue, BacTiter-Glo, 24 h; Potency, µM (titrated, usually from 46.1 µM), for inactives: at the top dose growth rescue (activation), hits mostly activators; hit rate 1.8% among 410,000; AID 652104, 2013; further: % of control where 0% means no effect; nearly all actives have a fitted effect of over 50% in size
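Readout is BacTiter-Glo luminescence of cell growth, so inhibitors register as activators. TDP-43-expressing yeast at OD600=0.02 in galactose medium, after raffinose pregrowth to mid-log, were incubated with compound for 24 hr at 30 deg C.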
KB-3-1 cytotox = qHTS assay for MDR1-selective chemotherapeutics: Primary screen using the parental adenocarcinoma cell KB-3-1 | KB-3-1 viability, CellTiter-Glo ATP luminescence, 72 h | Potency, µM (series often up to 46.1 µM), for inactives: top-dose activity change, negative = cytotoxic, most hits filed as cytotoxic | hit rate 1.4% among 400,000 | AID 1347075, 2019; further: on the % scale 0 is the no-effect control and ±100 the full control effect; nearly all actives have a fitted effect of over 60% in size
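Viability of parental KB-3-1 cells, measured by CellTiter-Glo luminescence, followed a 72 h incubation at 37 °C with pinned compounds in phenol-red-free DMEM containing 10% FBS.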
SW480 rereplic = A quantitative high throughput screen for small molecules that induce DNA re-replication in SW480 colon adenocarcinoma cells. hit rate 1.8% among 340,000. Potency, µM (series often up to 46.1 µM), inactives show top-dose re-replication activation, hits mostly activators. SW480 DNA re-replication, Hoechst DNA content imaging, 48 h; further: % of control where 0% means no effect; nearly all actives have a fitted effect of over 55% in size
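Image-based read-out: total Hoechst fluorescence of nuclei (405 nm excitation, 500-530 nm emission), with hits raising the fraction of high-intensity nuclei. SW480 colon cells incubated 48 hr with compounds at 37 C.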
HT1080-NT tox = qHTS for induction of synthetic lethality in tumor cells producing 2HG: qHTS for the HT-1080-NT fibrosarcoma cell line; HT-1080-NT fibrosarcoma viability, CellTiter-Glo ATP luminescence, 48 h; hit rate 1.6% among 360,000; Potency, µM (highest dose often 46.1 µM), without a hit: at the highest dose activity, negative = less viability, hits mostly cytotoxic;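 further: NT is the 2HG producing partner of a matched IDH1 knockdown line; 0% = DMSO-treated cells and -100% = media-only wells without cells; nearly all actives have a fitted effect of over 55% in size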
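HT-1080-NT fibrosarcoma cells (2HG-overproducing), 750 cells/well in RPMI with 5% FBS, dosed after 2 h and incubated 48 h at 37C. CellTiter-Glo luminescence normalized to DMSO and no-cell wells; concentration-response curves fitted and classed.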
Numbers without * were called inactive; ? = inconclusive; nt = no result given; [ ] = remark or other dose. The call rests on the fitted dose curve; in most records, active means well fitted curve in the direction sought with a large enough effect; inconclusive means small, poorly fitted or top-dose-only effect, or another doubt; inactive means no such curve, though single readings can be large; an effect the other way counts as inactive or inconclusive. Potency means the concentration at half of the fitted maximal effect.

SMILES | KB-V1 MDR tox | GLP-1R inv ag | HT1080 IDH1KD tx | GLP1R ag | HEK293 tox | TDP-43 yeast inh | KB-3-1 cytotox | SW480 rereplic | HT1080-NT tox
CC1(C)CC(=O)C=C(Nc2ccc(F)cc2F)C1 | ? | 19.9% | -3.4% | 4.7% | 10.2% | -3.9% | -2.9% | -5.4% | 2.3%
Cc1[nH]c2ccccc2c1SCCNC(=O)c1ccc(Br)o1 | -21.6% | 11.2µM* | -10.5% | 3.5% | -20.6% | ? | -1.5% | -4.1% | -12.5%
CCCOc1cccc(C2c3c(oc4ccc(F)cc4c3=O)C(=O)N2CCc2ccc(OC)cc2)c1 (stereo not given) | 4.4% | -10.6% | nt | nt | 5.2% | 12.1% | 9.4% | nt | nt
Cc1ccc(-c2cc3nc(NCCc4ccncc4)n(C)c(=O)c3s2)cc1 | -1.9% | -18.6% | -20.8% | 10.2% | 2.0% | -13.4% | -0.9% | nt | ?
CCNc1sc(C(=O)c2cccs2)c(N)c1C#N | 0.0% | -2.3% | -1.6% | 8.0% | -0.4% | -3.0% | 0.0% | 33.7% | -5.5%
CN1CCC(=O)N(CCSc2ccc(Br)cc2)CC1 | 9.3% | -5.3% | -3.5% | -1.7% | 0.7% | -29.7% | -1.1% | ? | 1.9%
CCOC(=O)C1CCCN(C(=O)c2cc(-c3cccs3)oc2C)CC1 (stereo not given) | -0.9% | -20.4% | -12.7% | 4.5% | -8.8% | 12.6% | -0.1% | nt | -4.2%
COc1ccc(C(=O)N(NC(=O)Oc2ccccc2)C(C)(C)C)cc1 | 0.0% | ? | 10.3% | 3.0% | 6.4% | -8.1% | 1.0% | 3.9% | 2.7%
CC(C)Oc1ccc(C(=O)Nc2ccc(Cl)c(S(=O)(=O)Nc3ccc(Cl)cc3)c2)cc1 | 5.8µM* | ? | -28.3% | -6.6% | ? | -0.2% | ? | ? | ?
O=C(NCC(=O)N(Cc1ccco1)C(C(=O)NC1CCCC1)c1cccnc1)c1ccco1 (stereo not given) | 21.1% | 3.5% | 3.2% | -6.1% | 15.2% | -8.3% | 9.0% | 1.5% | 6.3%
COc1ccc(-c2nc(CS(=O)CC(=O)NC3CCC(C)CC3)c(C)o2)cc1OC (stereo not given) | -13.7% | 85.6%[activator] | -6.5% | 27.8% | -12.5% | 7.3% | -10.8% | -11.5% | -1.0%
CSCCC1C(C#N)=C(N)Oc2n[nH]c(-c3cccs3)c21 (stereo not given) | ? | -1.1% | 1.6% | -10.3% | -7.9% | -3.0% | -0.1% | ? | 8.2%
O=C1c2cccc(-c3ccc(C(F)(F)F)cc3)c2C2CCCCN12 (stereo not given) | 0.0% | ? | ? | 5.4% | 2.6% | ? | 0.1% | nt | -16.4%
COc1cc2c(cc1OC)CN(C(=O)CSc1nnc(C)s1)CC2 | -1.5% | 13.8% | -2.3% | -0.4% | -2.8% | 15.3% | -3.2% | -7.7% | 1.8%
Cc1nn(CCO)c2c1C(=O)CCC2 | 11.9% | 11.8% | 16.4% | -6.5% | -12.8% | 5.6% | 5.6% | -3.4% | 14.9%
COC(=O)Cc1c(C)c2ccc(OCC(C)=O)c(C)c2oc1=O | 2.0% | 14.7% | 1.9% | ? | -13.4% | -23.1% | -1.7% | -1.6% | 4.3%
O=C(NC1CCCCC1)C(c1ccc(F)cc1)N(Cc1ccccc1)C(=O)CN1C(=O)c2ccccc2S1(=O)=O (stereo not given) | ? | 0.3% | -0.5% | 3.3% | 1.2% | 0.0% | -14.5% | ? | 12.4%
CS(=O)(=O)N(CC(=O)NCCC1=CCCCC1)c1cccc([N+](=O)[O-])c1 | 2.6% | -11.7% | 3.0% | 8.8% | 0.8% | 24.8% | 1.5% | -1.7% | 2.4%
Cc1cccc(NS(=O)(=O)c2cc(C(=O)N3CCc4ccccc4C3)ccc2Cl)c1C | ? | ? | ? | -3.1% | -48.6% | -13.9% | -15.3% | 18.4% | -48.1%
Cc1cccc(C)c1NC(=O)C1(C)CSCC(=O)N1C1CCN(Cc2ccccc2)CC1 (stereo not given) | ? | 24.4% | 22.1% | nt | 12.5% | 13.7% | 6.3% | nt | 9.4%
O=C(N=C1SC2CS(=O)(=O)CC2N1Cc1ccc(F)cc1)C1CCCO1 (stereo not given) | 12.9% | 0.1% | 1.1% | -5.7% | -10.7% | 0.0% | -8.6% | ? | -3.9%
COc1ccc(NC2CCCN(C(=O)CCOc3ccccc3)C2)cc1 (stereo not given) | -24.3% | ? | 3.2% | -3.2% | -5.6% | 14.1% | -7.0% | -11.2% | 13.6%
CC(=O)Nc1ccccc1NC(=O)CN(C)S(=O)(=O)c1ccc(C)cc1 | -19.8% | 0.5% | -2.7% | -9.5% | 59.7%[activator] | 1.2% | 5.3% | -5.1% | -0.4%
CC(C)/C=N\NC(=O)CCCCC(=O)N/N=C/C(C)C | 9.4% | -3.7% | 18.7% | 0.1% | 1.6% | -16.2% | -2.5% | -9.3% | -7.1%
CCOc1cccc(C2C(C#N)=C(N)Oc3cc(C)oc(=O)c32)c1OCC (stereo not given) | -5.0% | 8.4% | 17.5% | -9.6% | -13.2% | -8.9% | 2.1% | -7.0% | 16.5%

Compound profiles, from the list above. Screens in order: KB-V1 MDR tox | GLP-1R inv ag | HT1080 IDH1KD tx | GLP1R ag | HEK293 tox | TDP-43 yeast inh | KB-3-1 cytotox | SW480 rereplic | HT1080-NT tox
COc1cc2c(cc1OC)CN(C(=O)CSc1nnc(C)s1)CC2 is listed as -1.5% | 13.8% | -2.3% | -0.4% | -2.8% | 15.3% | -3.2% | -7.7% | 1.8%
CSCCC1C(C#N)=C(N)Oc2n[nH]c(-c3cccs3)c21 (stereo not given) is listed as ? | -1.1% | 1.6% | -10.3% | -7.9% | -3.0% | -0.1% | ? | 8.2%

Later entries
SMILES | KB-V1 MDR tox | GLP-1R inv ag | HT1080 IDH1KD tx | GLP1R ag | HEK293 tox | TDP-43 yeast inh | KB-3-1 cytotox | SW480 rereplic | HT1080-NT tox
COc1ccc(C)cc1NC(=O)N(Cc1ccc(C)o1)C1CCN(C(C)=O)CC1 | -6.4% | 7.6% | nt | nt | -0.7% | -8.7% | 1.1% | nt | nt
CCOc1ccc(NC(=O)CSc2nnc3scc(-c4ccc(Cl)cc4)n23)cc1 | -1.1% | -7.4% | nt | nt | -0.9% | ? | -11.0% | nt | nt
COCc1cc(Sc2ccc(Br)cc2)nc(-c2ccccc2)n1 | -10.2% | -0.7% | -4.0% | -0.9% | 5.6% | 23.0% | -24.3% | -3.3% | -3.1%
O=C(CNC(=O)c1cncc(Br)c1)Nc1ccc(F)c(F)c1F | 3.0% | -2.4% | 10.6% | 8.2% | 5.8% | 3.4% | 7.4% | -1.9% | 15.2%
CC(C)[C@H]1COCCS(=O)(=O)N1Cc1ccccc1-c1ccccc1 | -0.1% | -25.5% | 0.2% | -3.4% | -10.2% | ? | -0.8% | -5.5% | -0.2%
O=C(O)c1cccc(N2C(=O)CSC2=S)c1 | 21.0% | 7.9% | -0.6% | -1.3% | -0.3% | ? | 5.6% | 2.5% | 0.0%
O=C(COC(=O)c1ccc(CO)cc1)Nc1ccc(OC(F)F)cc1 | 0.0% | -7.3% | 4.8% | 3.0% | -4.2% | 15.9% | -3.6% | -21.3% | -2.9%
c1cnc2cc(-c3ccsc3)ncc2c1 | 16.8% | 20.4% | 21.9% | 15.8% | 0.1% | -3.0% | 4.2% | -15.4% | 6.4%
COc1ccc(S(=O)(=O)N2CCC(C(=O)Nc3ccccc3C)CC2)c2cccnc12 | 2.0% | 4.4% | -5.3% | -2.2% | 11.2% | 22.7% | 4.6% | 0.4% | 5.9%
CCn1c(C)c(/C=N/Nc2nc3ccccc3s2)c2ccccc21 | 1.4% | 0.0% | 8.91µM* | 0.6% | 1.1% | -18.9% | -22.8% | ? | 3.55µM*
Cc1ccc(C(=O)NCC2CCCN2S(=O)(=O)c2cccs2)cc1C (stereo not given) | -5.4% | 8.0% | -1.9% | 9.0% | 7.7% | 21.3% | 0.8% | 2.7% | 1.9%
CCC1CN(C(=O)N2CCC(C(=O)NCCc3ccc(OC)cc3OC)CC2)c2ccccc2O1 (stereo not given) | -7.6% | ? | -9.1% | -5.1% | -28.9% | 14.2% | -18.1% | ? | 9.8%
COc1ccccc1COCC(O)CNCC1(N2CCCCC2)CCCCC1 (stereo not given) | ? | 9.4% | -1.3% | -9.9% | 0.1% | -8.3% | -1.6% | 0.6% | 2.8%
Fc1cccc(F)c1CSc1nc2ccccc2[nH]1 | -1.3% | ? | -1.1% | 4.5% | -2.5% | 12.6µM* | 0.8% | 1.9% | 13.9%
CCOC(=O)C1(CCOc2ccccc2)CCN(Cc2ccncc2)CC1 | ? | -41.3% | -5.3% | 9.4% | 7.4% | -12.1% | -5.2% | -0.1% | -13.4%
COc1ccc(NS(=O)(=O)c2ccc(C)c(NC(=O)NC3CCCCC3)c2)cc1 | 21.0% | ? | -13.0% | 2.3% | -3.9% | 2.1% | -12.1% | 15.9% | 0.5%
CN(C)c1nc(N)nc(CSc2nc3c(c(=O)n(C)c(=O)n3C)n2Cc2ccccc2F)n1 | -14.5% | 18.5% | 17.4% | -0.3% | -1.3% | 17.5%[9.22 µM] | ? | -16.0% | 20.7%
COc1cccc2sc(NC(=O)c3ccc(Br)s3)nc12 | -10.8% | ? | ? | -12.3% | -22.0% | 13.5% | -10.8% | -10.4% | ?
COc1cc(CNC(C)c2ccccc2)cc(Br)c1OCc1ccccc1 (stereo not given) | ? | ? | ? | 7.1% | ? | -21.3%[1.82 µM] | ? | 23.1µM* | 16.4µM*
